Bioassay records (PubChem)
V-ATPase pH – regulators of yeast V-ATPase proton pumping, primary screen, pHLuorin cytosolic pH fluorescence; 350,000 tested, 0.37% active; AID 504577, 2011; S. cerevisiae; response, % at 10 µM; in the data active = response mostly above about 7.3%, no sharp cut-off; inactive = mostly below about 5.4%; also: actives read high; inactives centre near 0; some compounds called inactive have numbers as strong as hits; reference of the scale not given here
dFosB activator – activators of delta FosB homodimer, primary screen, biochemical, fluorescence polarization, TAMRA-CDK5 oligo, single point; Protein FosB (Mus musculus), P13346; purified delta FosB; percent of positive-control signal above neutral wells; activation, % at 25 µM; 340,000 tested, 0.99% active; AID 493131, 2011;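 active = mean activation above about 17%, with every replicate also reaching it, limit read from the data, passing the limit was not always enough; inconclusive = only one of the two conditions met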;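 also: fluorescence polarization rise as delta FosB binds a TAMRA Cdk5 AP-1 oligo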
Target sequence (P13346 whole entry, looked up): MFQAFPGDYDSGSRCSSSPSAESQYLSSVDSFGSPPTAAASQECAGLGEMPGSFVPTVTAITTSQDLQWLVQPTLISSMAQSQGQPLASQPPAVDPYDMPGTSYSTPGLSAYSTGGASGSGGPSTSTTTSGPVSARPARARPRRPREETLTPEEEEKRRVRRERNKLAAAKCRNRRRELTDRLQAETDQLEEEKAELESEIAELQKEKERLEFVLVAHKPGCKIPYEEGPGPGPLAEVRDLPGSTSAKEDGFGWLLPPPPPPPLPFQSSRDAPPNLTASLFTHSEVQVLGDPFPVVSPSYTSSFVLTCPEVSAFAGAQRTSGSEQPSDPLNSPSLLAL
HTR5A inv ctr – HTR5A inverse agonists in luminescence cell assay, primary screen, counter-screen for OPRM1-OPRD1 heterodimer inverse agonist project, full-deck HTS. 5-hydroxytryptamine receptor 5A (Homo sapiens), P47898. HTR5A cell line, inverse agonism. inhibition, % at 9.3 µM. 340,000 tested, 0.083% active; in the data active = inhibition mostly above about 23%, no sharp cut-off; inactive = mostly below about 18%;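 also: 0% = cells with DMSO and 100% = no-cell wells with DMSO; some compounds called inactive have numbers as strong as hits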
SR-BI DiI inh – inhibitors of SR-BI mediated HDL lipid uptake, primary screen, ldlA[mSR-BI] cells, fluorescence, single point; Scavenger receptor class B member 1 (Mus musculus), Q61009; ldlA[mSR-BI] CHO cells, DiI-HDL uptake fluorescence, 3 h; inhibition, % at 12.5 µM; 320,000 tested, 0.96% active;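 active = mean replicate inhibition of at least 70% and a set share of replicates each scoring 70 or more; inconclusive = meets just one of the two criteria; inactive = fails both criteria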;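 also: 0% = median of neutral control wells and 100% = median of positive control wells; values of inactives mirror those of a sister screen read the other way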
HTR5A ag ctr – HTR5A agonists in luminescence cell assay, primary screen, counter-screen for OPRM1-OPRD1 heterodimer agonist project, full-deck HTS. cell-based. 5-hydroxytryptamine receptor 5A (Homo sapiens), P47898. activation, % at 9.3 µM. 340,000 tested, 0.61% active; in the data active = activation mostly above about 9.5%, no sharp cut-off; inactive = mostly below about 7.6%;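 also: 0% = cells with vehicle only and 100% = reference agonist; strong numbers were not always called active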
Wnt act – Wnt/beta-catenin pathway activators, primary screen, cell-based, plate reader, single point | Wnt/beta-catenin reporter cell assay, activator | activation, % at 9.35 µM | 300,000 tested, 1.2% active | AID 743398, 2014; in the data active = activation above about 30%, passing the limit was not always enough; inconclusive = no clear call, values can overlap the other calls;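 also: 0% = neutral control wells and 100% = positive control wells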
PvdQ inh – P. aeruginosa PvdQ acylase inhibitors, primary screen, biochemical, fluorescence, plate reader and imaging, single point. PvdQ acylase [Pseudomonas aeruginosa LESB58]. purified PvdQ acylase. inhibition, % at 10 µM. 340,000 tested, 0.063% active; in the data active = inhibition above about 30%, passing the limit was not always enough; inconclusive = no clear call, values can overlap the other calls;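 also: 0% = vehicle neutral wells and 100% = reference inhibitor wells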
CDK5 inh – inhibitors of human CDK5/p35 kinase, primary screen, biochemical, single concentration; 330,000 tested, 0.01% active; inhibition, % at 10 µM; Cyclin-dependent kinase 5 (Homo sapiens) + Cyclin-dependent kinase 5 activator 1 (Homo …; Recombinant CDK5/p35, ADP-Glo luminescence, 60 min;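 active = highest replicate inhibition of at least 50% and at least 75% of replicates reaching 50%; inconclusive = only one of the two criteria met; inactive = both criteria failed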;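 also: plate controls were DMSO neutral control for no effect and GW8510 at 10 µM for full effect; many of its hits are not listed in these tables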
Target sequence (Q00535 whole entry, looked up): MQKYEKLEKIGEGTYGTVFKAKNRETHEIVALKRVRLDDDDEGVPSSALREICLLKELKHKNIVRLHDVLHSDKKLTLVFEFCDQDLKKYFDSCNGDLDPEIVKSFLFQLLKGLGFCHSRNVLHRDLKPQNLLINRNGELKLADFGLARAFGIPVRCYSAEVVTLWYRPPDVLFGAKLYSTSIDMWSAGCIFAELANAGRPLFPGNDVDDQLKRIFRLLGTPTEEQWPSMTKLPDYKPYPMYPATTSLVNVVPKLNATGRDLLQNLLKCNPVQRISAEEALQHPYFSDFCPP
Target sequence (Q15078 whole entry, looked up): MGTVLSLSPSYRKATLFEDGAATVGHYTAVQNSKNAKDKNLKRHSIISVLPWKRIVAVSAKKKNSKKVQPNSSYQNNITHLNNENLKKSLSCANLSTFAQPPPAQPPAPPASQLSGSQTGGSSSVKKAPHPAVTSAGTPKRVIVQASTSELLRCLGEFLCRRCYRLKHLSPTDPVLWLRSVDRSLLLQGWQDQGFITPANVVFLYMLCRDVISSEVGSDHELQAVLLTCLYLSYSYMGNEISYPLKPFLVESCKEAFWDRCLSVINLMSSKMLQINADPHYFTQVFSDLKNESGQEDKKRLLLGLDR
MITF act – activators of MITF-driven TRPM1 promoter reporter, primary screen, cell-based, SK-MEL-5, luciferase, single point; SK-MEL-5 TRPM1-promoter luciferase, 24 h; % of positive control, neutral wells = 0; activation, % at 12.5 µM; 300,000 tested, 0.75% active;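 active = mean activation of at least 80% with every replicate also reaching 80%; inconclusive = mean reaches 80% but some replicate falls short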;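 also: 0% = neutral control wells and 100% = parthenolide positive control wells; values of inactives mirror those of a sister screen read the other way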
NSD2 HMT inh – NSD2 histone methyltransferase inhibitors, primary screen, biochemical, AlphaScreen, single concentration, set 2. inhibition, % at 12.5 µM. NSD2 peptide methylation, 120 min. 310,000 tested, 0.54% active; in the data active = inhibition above about 50%
Active calls of the source: *; ? = inconclusive; / = no result given. Hits appear at their usual frequency. About 5% of those tested had a hit in this group.

SMILES	V-ATPase pH	dFosB activator	HTR5A inv ctr	SR-BI DiI inh	HTR5A ag ctr	Wnt act	PvdQ inh	CDK5 inh	MITF act	NSD2 HMT inh
CC(NC(=O)c1ccco1)C(=O)N1CCN(C(c2ccccc2)c2ccccc2)CC1 (stereo not given)	0.5	-2.1	1.7	-7.3	-2.6	1.0	-11.1	-0.4	-9.8	-0.8
Cn1c(=O)c2c(C(=O)O)cc(-c3ccccc3)nc2n(Cc2ccccc2)c1=O	-0.3	-0.6	1.0	/	-0.4	0.3	-13.6	-4.5	/	13.3
CCCCN(CCCC)c1nc2ccccc2nc1NS(=O)(=O)c1ccc(NC(C)=O)cc1	-5.4	-18.8	-1.2	-32.4	3.9	/	-1.0	1.5	2.9	-3.5
CN(CCOc1ccccc1)C(=O)c1cc([N+](=O)[O-])ccc1N1CCOCC1	-1.9	-2.3	-14.8	-12.2	4.9	1.7	-2.3	1.8	10.4	0.2
CCCCNC(=O)c1cc2c(=O)n3cccc(C)c3nc2n(Cc2ccccc2)c1=N	-1.9	12.8	15.8	11.9	-6.1	-2.1	-28.7	0.9	-1.9	/
O=C1C=C(Nc2ccc(Cl)cc2)C(=O)N1c1ccc(Cl)cc1	-18.0	-5.4	-4.7	-38.4	5.2	4.5	-6.8	1.4	1.6	-3.3
CC1CCN(S(=O)(=O)c2cccc(C(=O)NCC3CCCO3)c2)CC1 (stereo not given)	-4.1	-7.0	-30.6	19.6	1.2	-6.1	2.1	0.4	-5.2	6.1
O=C(O)c1ccc(N2CCc3ccccc32)c([N+](=O)[O-])c1	-1.4	-0.6	-6.0	-27.4	1.6	0.5	1.7	0.9	-14.3	10.1
CC(=O)c1cc2c(cc1NC(=O)CN1CCCCCCC1)OCO2	0.0	-0.3	-18.2	4.3	4.2	-3.1	-12.3	/	4.5	-1.5
CCc1nn2c(=O)c(S(=O)(=O)Nc3ccc(C(C)C)cc3)c(C)nc2s1	-2.5	-5.1	-11.2	-15.3	4.0	-3.7	-14.5	-1.0	-7.4	/
Cc1nnc2sc(-c3cccc(NC(=O)c4cccnc4)c3)nn12	-0.8	-38.0	-16.4	-6.7	-1.7	/	7.0	2.2	-3.3	11.2
CCOc1ccccc1C1CC(=O)Nc2c1c(=O)n(C)c(=O)n2C (stereo not given)	-4.0	-3.9	-12.4	-9.3	4.8	-1.4	-16.4	0.0	1.8	/
O=S1(=O)CCN(Cc2ccc(Cl)c(C(F)(F)F)c2)CC1	-2.3	-6.2	6.4	-16.7	-2.2	-2.8	-6.3	-0.9	-4.8	/
O=C1Nc2cc(C(=O)NCCN3CCCCCC3)ccc2S/C1=C\c1ccccc1	-1.5	?	-13.5	14.7	2.2	-0.5	-7.9	3.0	-94.7	31.4
Cc1nnc(SCC(=O)Nc2cccc(Br)c2)s1	-4.5	-2.7	-8.6	-22.7	3.5	1.7	1.7	-0.7	7.3	-2.9
COc1ccc2nc(SCC(=O)Nc3ccccc3C)[nH]c2c1	-2.0	-1.1	2.5	17.1	-0.2	-4.3	-18.5	1.2	6.5	-2.9
CN(C)C(CNC(=O)NC1CCCCC1)c1cccnc1 (stereo not given)	-3.6	0.7	3.5	5.7	0.7	4.9	-13.3	1.1	7.4	-3.5
O=C(CN(Cc1ccco1)C(=O)c1ccc(N2CCCC2=O)cc1)Nc1ccccc1C(F)(F)F	4.4	-7.3	-6.3	1.0	2.3	-2.7	-13.4	-1.2	0.0	0.0
CC(=O)Nc1ccc(NC(=O)COC(=O)COc2ccc3ccccc3c2)cc1	-2.1	?	10.2	-11.3	-2.6	-5.7	-0.4	1.1	-7.0	2.4
CSc1ccccc1C(=O)Nc1ccccc1C(=O)NC(C)C	-1.2	-9.8	0.1	1.1	0.0	-2.5	-7.8	-2.1	-6.9	-4.6
CCN(CC)CCCNc1nnc(C)c(=O)[nH]1	7.7	-4.6	10.9	-22.1	6.3	/	-19.0	-0.6	5.9	21.0
Cc1ccc(S(=O)(=O)CCC(=O)NCCc2ccccc2)cc1	1.3	-3.3	7.8	/	-2.1	-0.7	-4.5	0.5	-7.1	0.1
COc1ccccc1C(=O)NCCC(=O)Nc1ccc(S(=O)(=O)N2C(C)CCCC2C)cc1 (stereo not given)	2.5	-21.3	-5.7	-1.7	2.8	-5.3	-8.6	-0.8	-10.9	0.6
CC(=O)Nc1ccc(S(=O)(=O)N2CCCC(C(=O)O)C2)cc1 (stereo not given)	-1.5	-7.6	7.1	-10.2	-2.6	-0.5	-4.9	0.7	14.4	0.1
CCC(=O)OC1(C)C(=O)C=C2C=C(c3ccc(C#N)cc3)OC=C2C1=O (stereo not given)	5.8	-3.7	0.0	-13.8	0.0	0.0	-8.7	1.8	-2.4	/

Additional structures follow.
SMILES	V-ATPase pH	dFosB activator	HTR5A inv ctr	SR-BI DiI inh	HTR5A ag ctr	Wnt act	PvdQ inh	CDK5 inh	MITF act	NSD2 HMT inh
Cc1cc(C(=O)N2CCN(S(=O)(=O)c3ccccc3C#N)CC2)c(C)o1	0.8	-1.2	1.1	-2.7	-0.5	0.1	-14.9	-2.7	4.8	1.4
O=C(NNC1CC(=O)N(c2cccc(Cl)c2)C1=O)c1cccs1 (stereo not given)	2.7	-6.3	-9.5	2.8	0.3	-1.0	-7.4	-2.4	-7.4	-4.9
O=C(O)c1ccc(N/N=C/c2ccc(-c3cc(Cl)ccc3Cl)o2)cc1	-3.2	-8.6	12.0	-41.8	-4.2	0.5	-9.6	0.8	57.5	4.1
COc1ccc(S(=O)(=O)N2CCC(C(=O)NCc3ccccc3)CC2)cc1OC	0.0	-5.3	3.0	-4.0	-1.1	-11.7	-8.8	0.1	2.8	-6.2
CCOC(=O)Oc1ccc2c(c1)C(C)=CC(C)(C)N2C(=O)OCC	-0.1	2.5	19.1	34.0	-4.5	-4.8	-9.0	0.4	-4.5	-3.7
CCc1nn2c(=O)cc(COC(=O)c3ccc(SC)cc3OC)nc2s1	-1.4	-7.4	23.0	33.3	-9.3	-2.1	-19.2	-2.2	5.8	2.2
COc1ccccc1N(CC(=O)NCc1ccc(F)cc1)C(=O)CCC(=O)Nc1nccs1	-8.5	-4.5	-23.0	/	7.7	1.6	3.0	-2.0	8.1	-0.9
Cc1ccc(Cl)cc1N1CCN(C(=O)C2CCCN(S(=O)(=O)c3cnc[nH]3)C2)CC1 (stereo not given)	-5.3	-6.9	-33.0	17.0	10.8	-4.2	7.0	1.9	/	/
COc1cccc(/C=N/NC(=O)CNC(=O)c2cccs2)c1O	1.0	2.4	-8.2	/	3.1	-7.9	0.5	-1.6	-2.1	-1.9
CN(Cc1ccccc1)C(=O)COC(=O)CCC(=O)c1ccc(Cl)cc1	4.1	-4.2	3.1	5.7	-0.8	0.1	3.4	-0.2	3.3	-1.8
COC(=O)c1ccccc1NC(=O)CSc1nc2ccccc2c(=O)[nH]1	2.4	11.3	-45.7	-4.6	1.7	1.5	-15.3	0.4	-5.2	0.6
COc1ccc(S(=O)(=O)n2cnc3ccccc32)c(C)c1	2.9	9.8	5.7	5.7	-1.5	2.0	8.0	0.8	-11.1	-0.3
CNC(=O)c1ccc(Nc2nnc(-c3ccc(C)c(S(=O)(=O)NCC4CCCO4)c3)c3ccccc23)cc1 (stereo not given)	0.6	3.1	4.9	25.7	3.1	/	-8.2	-0.9	10.6	-2.7
Cc1nn(Cc2ccccc2)c(C)c1NC(=O)c1ccc([N+](=O)[O-])cc1[N+](=O)[O-]	-0.2	2.9	-19.5	-17.6	-0.3	-4.2	-1.8	-0.2	5.8	1.9
COc1ccc(-c2nn(-c3ccccc3)cc2C(=O)N2CCN(S(=O)(=O)c3ccccc3C#N)CC2)cc1	-3.4	2.3	2.8	-44.0	-1.3	-1.3	6.0	0.2	-9.1	0.3
CCOc1ccc(NS(=O)(=O)c2cc(C(=O)N3CCN(c4ccccc4O)CC3)ccc2Cl)cc1	3.3	-23.8	-34.2	-5.6	5.7	-1.1	-10.5	1.1	7.5	0.8
CC(Oc1ccc(Br)cc1)C(=O)Nc1ccncc1 (stereo not given)	-1.4	6.4	-6.8	-15.5	2.4	-15.3	-9.0	-5.1	-1.4	-0.7
C=C1CCN([C@@H](CC(C)C)C(=O)NCc2ccc(OC)cc2)S(=O)(=O)c2ccccc21	-1.4	-5.7	-11.2	-11.7	-1.5	-3.6	-11.3	0.6	-0.9	/
O=C1CC(Cc2ccc(Cl)cc2)C(=O)N1c1ccncc1 (stereo not given)	2.6	3.1	-11.1	-12.8	4.5	-0.4	-5.8	-1.1	-8.0	-0.2
CCn1c(SCC(=O)Nc2cc(C(C)(C)C)nn2-c2ccccc2)nnc1-c1cccs1	-2.8	-8.3	-5.8	7.2	2.1	-5.8	6.4	-1.4	-2.7	0.5
CN1C(=O)[C@H]2[C@@H](/C=C/c3ccccc3)N3C(=O)CN(Cc4ccccn4)C(=O)[C@@]3(C)[C@H]2C1=O	4.8	-0.3	-25.5	-9.3	-0.4	3.8	-2.1	1.2	-7.8	/
Cc1ccc2c(CN(C)Cc3ccc(Cl)cc3Cl)cc(=O)oc2c1	3.3	-6.4	-0.7	/	0.2	-2.5	-8.2	1.0	-4.4	-1.0
Nc1cc(S(=O)(=O)c2ccc(O)c(N)c2)ccc1O	-2.8	-0.4	9.9	-4.0	-3.1	-2.0	-1.6	-0.2	6.4	8.5
O=C(O)C1C2C=CC(C2)C1C(=O)OC1CC2CCC1C2 (stereo not given)	-2.3	-1.1	-18.4	-16.8	7.1	/	8.1	3.7	7.7	-3.4
Cc1ccc(C)c(N(C(=O)Cc2cccs2)C(C(=O)NC2CCCC2)c2ccc(C)o2)c1 (stereo not given)	0.1	3.3	22.1	-8.9	-4.0	-4.0	-0.3	0.7	6.3	0.1
C[C@H](CO)N1C[C@H](C)[C@@H](CN(C)C(=O)Nc2ccc(C(F)(F)F)cc2)Oc2ccc(NC(=O)C3CCCCC3)cc2C1=O	2.9	-15.1	22.1	20.2	-6.4	-2.2	-18.2	-0.1	-7.8	/
Cc1ccc(N=C(N)N=C(N)N)c(C)c1	-0.6	-1.3	-1.9	-4.6	0.7	4.6	0.4	-3.3	2.6	-2.7

Limited to HTR5A inv ctr and CDK5 inh, for three of the compounds above:
smiles,HTR5A inv ctr,CDK5 inh
C=C1CCN([C@@H](CC(C)C)C(=O)NCc2ccc(OC)cc2)S(=O)(=O)c2ccccc21,-11.2,0.6
O=C1CC(Cc2ccc(Cl)cc2)C(=O)N1c1ccncc1 (stereo not given),-11.1,-1.1
CCn1c(SCC(=O)Nc2cc(C(C)(C)C)nn2-c2ccccc2)nnc1-c1cccs1,-5.8,-1.4
